# Screening data deposited in PubChem BioAssay by National Center for Advancing Translational Sciences (NCATS).
# A-T KAP1 phos – qHTS Assay for Identifying a Potential Treatment of Ataxia-Telangiectasia; […] A-T fibroblasts, KAP-1 phosphorylation AlphaLISA; neocarzinostatin DNA damage 30 min before lysis; AID 485349, 2010; actives 0.19% (n = 320,000); Potency, µM (titrated, usually from 57.5 µM), inactives show at the top dose activation, hits mostly activators; also: potency is read from the fitted curve at half-maximal effect; % of control where 0% means no effect; nearly all actives have a fitted effect of over 45% in size
#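 ATM-like activity read as KAP-1 phosphorylation via AlphaLISA donor/acceptor antibody pairs after lysis and 6 hr at 25C. Cells were ATM-null patient fibroblasts ([…], hTERT), dosed 60 min, then exposed to the DSB inducer NCS for 30 min.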
# Chronic BCR inh – qHTS Assay to Find Inhibitors of Chronic Active B-Cell Receptor Signaling; ABC-DLBCL IkBa-CBG/CBR reporter, luminescence ratio, 4 h; Potency, µM (series often up to 46.1 µM), inactives show at the highest dose ratio change, negative = lower green/red ratio, actives largely listed as inhibitors; actives 0.05% (n = 340,000); active = well fitted inhibition curve with a large enough effect in the signal ratio, with a control signal flat, not every such curve was filed as active; inconclusive = small, poorly fitted or top-dose-only effect, or effect the other way, or a change in a side signal; the % refers to the signal ratio;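 also: potency is read from the fitted curve at half-maximal effect; plate controls were basal doxycycline-induced cells for no effect and cells given 10 µM MG132 for full effect; MG132 reads +100%, hits lower the ratio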
#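 TMD8 human ABC-DLBCL cells with doxycycline-inducible IκBα–green luciferase fusion and unfused red luciferase, in 0.5% FBS medium; compounds up to 46 uM, 4 h at 37C. Green/red luminescence ratio, filter-overlap corrected, fitted to concentration-response curves.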
# Giardia killer – Small Molecules that selectively kill Giardia lamblia: qHTS | Giardia lamblia trophozoite viability | activity change, % at 7.66 µM, hits read low | actives 0.15% (n = 340,000); in the data active = activity change below about -80%; inconclusive = between about -30% and that limit;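 also: parasites exposed to compound for two days anaerobically before the ATP read; % is scaled to controls: 0 for no effect and ±100 for the full control effect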
#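 Each well holds 100 Giardia trophozoites and compound. After two days (48 hrs) at 37 deg C in anaerobic conditions, ATP is quantified by luminescence.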
# GALK inhibitor – qHTS Assay for Inhibitors of Human Galactokinase (GALK). P51570. Purified GALK, Kinase-Glo residual ATP luminescence. Potency, µM (series often up to 57.5 µM), for the others: at the top dose activity change, negative = inhibition, usual class: inhibitors. actives 0.007% (n = 270,000). AID 1868, 2009; also: potency is read from the fitted curve at half-maximal effect; % is scaled to controls: 0 for no effect and ±100 for the full control effect
#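 ATP-depletion format; final 35 uM ATP, 100 uM D-galactose, 5 nM enzyme; pH 8.0 HEPES/Mg2+ buffer; 60 min RT; luminescence read 10 min after detection reagent.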
# CXXC DNA block – qHTS Fluorescence Polarization Assay for Inhibitors of MLL CXXC domain - DNA interaction | Histone-lysine N-methyltransferase 2A (Homo sapiens), Q03164 | MLL-CXXC / FITC-HOXA9 DNA fluorescence polarization | Potency, µM (top dose mostly 115 µM), for the others: at the top dose activity change, negative = inhibition, hits mostly inhibitors | actives 0.037% (n = 290,000); active = well fitted inhibition curve with a large enough effect in the polarisation, with a control signal flat, not every such curve was filed as active; inconclusive = small, poorly fitted or top-dose-only effect, or effect the other way, or a change in a side signal; inactive = no such curve, though single readings can be large or run the other way; the % refers to the polarisation; also: potency is read from the fitted curve at half-maximal effect
#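 Purified MLL-CXXC (added from a 7 uM solution) was preincubated 5 min at ambient with pinned compounds in 50 mM Tris-HCl pH 7.5, 50 mM NaCl, 1 mM DTT, 0.05% BSA. Fluorescein-labeled HOX-A9 DNA (50 nM solution) followed, 30 min, then polarization read.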
# KCNH2 WT inh – qHTS for Inhibitors of KCHN2 3.1: Wildtype qHTS | activity change, % at 1.84 µM | U2OS, BacMam KCNH2, thallium flux FluxOr; hits give low values | Voltage-gated inwardly rectifying potassium channel KCNH2 (Homo sapiens), Q12809 | actives 0.37% (n = 340,000);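 active = maximum activity change below -70%; inconclusive = maximum activity change between -70% and -50%; inactive = maximum activity change above -50%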; also: % is scaled to controls: 0 for no effect and ±100 for the full control effect
#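 U2OS cells were transduced with wild-type KCNH2 virus (2.03 x 10^8 / mL) for 4 h at room temperature, then cultured overnight at 37 C. Thallium flux was read with FluxOr dye. Rate constants were normalized to DMSO controls.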
# FBPA coupling cs – qHTS Assay for Inhibitors of Fructose-1,6-bisphosphate Aldolase from Giardia Lamblia: Coupling assay counterscreen. activity change, negative = inhibition, % at 58.2 µM, hits read low. AID 2472, 2010. coupling enzyme system counterscreen, AmpLite Red fluorescence. actives 0.67% (n = 290,000); in the data active = activity change below about -30%; also: % is scaled to controls: 0 for no effect and ±100 for the full control effect
#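 Coupling enzymes only (glyceraldehyde-3-phosphate) + compound, at 57.5 uM final, 10 min RT; add substrate/coupling/AmpLite Red mix, 20 min RT; fluorescence ex 525/em 598 nm. Actives flag coupling-system interference.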
# TCR activator – Activators of T cell receptors: qHTS campaign; primary human leukocytes, anti-CD3, IL-2 HTRF, 48 h; Potency, µM (series often up to 9.22 µM), inactives show top-dose activation of IL-2 secretion, actives largely listed as activators; 330,000 tested, under 10 active; AID 504894, 2011; also: % of control where 0% means no effect
#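 Activity was scored as IL-2 release from primary human leukocytes given only a TCR signal (a-CD3 beads) plus compound for 48 hr. Detection used a two-antibody HTRF format read at 665nm.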
# Tb PFK inh – qHTS Assay to Find Inhibitors of T. brucei phosphofructokinase. ATP-dependent 6-phosphofructokinase (Trypanosoma brucei brucei), O15648. T. brucei PFK, ADP-Glo luminescence. Potency, µM (doses to about 57.5 µM), for the others: at the top dose activity, negative = inhibition, hits mostly inhibitors. actives 0.17% (n = 330,000);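 also: potency is read from the fitted curve at half-maximal effect; 0% = uninhibited 1x PFK enzyme wells and -100% = no-enzyme wells; nearly all actives have a fitted effect of over 60% in size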
#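 1.25 nM PFK with 0.5 mM F6P and 0.1 mM ATP in 0.1 M TEA pH 8.0, 5 mM MgCl2, incubated 45 min at room temperature; ADP measured by ADP-Glo luminescence; compounds titrated up to 57 uM.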
# TSHR antagonist – Antagonists of the Thyroid Stimulating Hormone Receptor: HTS campaign. Thyrotropin receptor (Homo sapiens), P16473. TSHR-expressing cells, TSH-stimulated cAMP HTRF, 2 h; hits give low values. activity change, negative = inhibition, % at 11.5 µM. actives 0.2% (n = 330,000). AID 504810, 2011;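 active = activity change below a set negative limit, meaning inhibition stronger than a set level, cut at about -70% in these data; inconclusive = activity change between two set negative limits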; also: % is scaled to controls: 0 for no effect and ±100 for the full control effect
#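 Freshly harvested TSHR cells receive pin-tooled compound, then EC80 TSH at 4nM final. After 2 hours at 37 deg C, antibody in lysis buffer and cAMP-d2 are added; 30 minutes at ambient temperature precede the HTRF read.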
# * = called active by the depositor; ? = inconclusive; · = not tested or not shown; & = joins results of further samples; [ ] = dose if it differs, or a comment. Unless noted, calls follow the shape of the dose curve; as a rule, active = well fitted curve in the direction sought with a large enough effect; inconclusive = small, poorly fitted or top-dose-only effect, or another doubt; inactive = no such curve, though single readings can be large; an effect the other way counts as inactive or inconclusive. Rows were taken by chance; 1.6% or so of the library scored in one or more.
SMILES,A-T KAP1 phos,Chronic BCR inh,Giardia killer,GALK inhibitor,CXXC DNA block,KCNH2 WT inh,FBPA coupling cs,TCR activator,Tb PFK inh,TSHR antagonist
CC(C)N1CCc2c(sc(NC(=O)c3ccc(C(=O)c4ccccc4)cc3)c2C(N)=O)C1,-6%,?,-5,4%,40%[activator],4,·,·,-6%,13
NS(=O)(=O)c1ccc(-c2ccc(/C=C3\SC(=S)N(C4CCS(=O)(=O)C4)C3=O)o2)cc1 (stereo not drawn),6%,-11%,-3,·,-12%,-1,-4,-2%,3%,-22
O=C1c2ccccc2C(=O)N1CCC(c1ccc(F)cc1)c1ccco1 (stereo not drawn),-3%,6%,-6,-1%,-4%,0,4,2%,-6%,-10
COc1cc(/C=C/c2nc3ccccc3c(=O)[nH]2)ccc1OC(F)F,0%,3%,-28,-1%,4%,2,-4,4%,1%,-6
COc1cccc(C(=O)Nc2ccc(C(=O)O)cc2)c1,3%,?,-16,2%,-5%,-2,0,-2%,-25%,3
COc1ccc(-c2cc(C(=O)N3CCCCCC3)no2)cc1,10%,?,0,-3%,12%,-1,1,5%,0%,-17
COC(=O)c1ccc2c(c1)NC(=O)C(N1CCOCC1)S2 (stereo not drawn),7%,-3%,-1,0%,2%,3,-3,4%,0%,-4
Cc1ccc(S(=O)(=O)CCC(=O)c2ccc(F)cc2)cc1,19%,4%,-4,-7%,31%[activator],-5,0,-5%,-9%,-11
O=C(O)c1ccc(O)cc1O,4%,2%,-10,·,·,-3,·,-7%,1%,-9
COc1cc(Cl)c(C)cc1NC(=O)CNC(=O)Cn1cnc2ccccc2c1=O,15%,1%,12,-2%,14%,5,2,-6%,1%,-18
CCOC(=O)Nc1ccc(C(=O)Oc2ccccc2)c(O)c1,10%,?,1,-1%,4%,-5,-5,-4%,0%,-8
O=C(N/N=C/c1ccc(O)c([N+](=O)[O-])c1)c1ccncc1,5%,5%,?,0%,-9%,-2,-13,4%,0%,6
CCOc1ccc(C(=O)CCC(=O)NNC(=O)CCN2CCN(c3ccccc3)CC2)cc1,7%,-6%,4,·,·,6,·,-10%[46.1 µM],2%,5
Cc1cccc(NC(=O)c2cccc(OC(=S)N3CCOCC3)c2)c1C,16%,-6%,-3,-9%,24%,-14,·,-2%,-3%,-5
Clc1cccc(CSC2=NCCCN2)c1,4%,-15%,-12,1%,-4%,-8,5,9%[46.1 µM],-1%,-2
Cc1ccc(C(C)C)c(OCCN)c1,4%,?,1,10%,-7%,-12,6,4%,-26%,13
O=C(COC(=O)c1cc(Cl)ccc1O)NNC(=O)c1ccccc1F,-8%,0%,-12,·,·,1,·,2%,-3%,15
O=C(CN(C(=O)c1csnn1)c1ccc(Cl)cc1)NC1CCCC1,2%,2%,6,-1%,0%,-4,-2,3%,-3%,-5
Cc1cc(C)cc(NC(=O)N2CCC(c3nc4ccccc4o3)CC2)c1,4%,-7%,13,-5%,6%,6,-2,0%,11%,-5
O=C(COC(=O)c1cccs1)Nc1ccc(F)c(F)c1,0%,2%,-16,·,·,-6,·,2%,?,-2
COC(=O)c1ccccc1NC(=O)CCCCCn1nnc2ccccc2c1=O,0%,-7%,41[activator],7%,9%,-4,1,11%,-1%,-1
CC(C)NC(=S)N1CCn2c(nc3ccccc32)C1,-6%,?,-2,·,10%,1,5,1%[46.1 µM],-6%,16
CCOc1ccccc1-c1nc2c(C(C)(C)C)nn(C)c2c(=O)[nH]1,5%,6%,·,5%,-4%,·,1,·,2%,-2
N/C(=N\OC(=O)c1ccc(Cl)cc1)c1ccc(Cl)cc1,·,?,-3,0%,5%,-12,3,0%[46.1 µM],-7%,22
NNC(=O)CNS(=O)(=O)c1ccc([N+](=O)[O-])cc1,0%,-3%,4,2%,-6%,-17,0,0%,-8%,3
O=c1[nH]c(CN2CCN(S(=O)(=O)/C=C/c3ccccc3)CC2)nc2ccccc12,-3%,0%,14,3%,-15%,13,-4,8%,5%,5
CC1CCc2[nH]c3ccc(C(=O)NCCCOC(C)C)cc3c2C1 (stereo not drawn),1%,-2%,34[activator],-1%,1%,3,-8,2%,-6%,-7
COCCN(C(=O)COC(=O)C1(C)CC1(Cl)Cl)c1c(N)n(Cc2ccccc2)c(=O)[nH]c1=O (stereo not drawn),26%,2%,-16,-5%,-5%,-3,·,-3%,2%,-4
CC(=O)Nc1ccc(-c2csc(NC(=O)C3CSC4(C)CCC(=O)N34)n2)cc1 (stereo not drawn),8%,2%,-16,·,·,6,·,0%,-3%,-3
CCCc1nc(SCC(=O)N2CCCc3ccccc32)c2c(=O)n(C)c(=O)n(C)c2n1,-3%,13%,-4,-3%,-4%,-5,4,0%,-2%,-13
COc1ccc(S(=O)(=O)N2CCC(C(=O)N[C@@H](C)C(=O)NCc3cccc(OC)c3)CC2)cc1,13%,0%,-26,-6%,13%,7,·,-2%,1%,-4
CC(C)=CCc1c2c(c3occ(-c4ccc(O)cc4)c(=O)c3c1O)C=CC(C)(C)O2,7%,?,3,-7%,-8%,-4,-7&-7,1%,2%,-9
O=C(Cn1ncc2c1-c1ccccc1OC2)Nc1cccc(Cl)c1,10%,1%,-5,2%,-4%,-5,1,-5%,-6%,0
Cc1nc(C(=O)NCCC(C)C)sc1C1(C)CC(c2ccccc2)=NO1 (stereo not drawn),40µM*,-3%,44[activator],-3%,1%,-1,-1,3%,-18%,21
NS(=O)(=O)c1ccc(CNC(=O)c2scc3c2CCCC3)cc1,7%,-7%,-13,4%,10%,-5,2,5%,-6%,14
CC1CCc2c(sc3ncn4c(SCC(=O)NCc5ccco5)nnc4c23)C1 (stereo not drawn),2%,0%,9,8%,28%,5,6,-3%,-2%,-7
CC(C)Oc1cccc(C(=O)NC(=S)Nc2ccc(N3CCN(C)CC3)cc2)c1,4%,-11%,-5,·,-11%,21,-4,-5%,-6%,15
CCc1nnc(NC(=O)CN2C(=O)CCC2=O)s1,16%,0%,12,3%,4%,-3,3,-1%[46.1 µM],-6%,-1
COc1ccccc1C(=O)NNC(=S)NC(=O)c1cccs1,-1%,0%,·,-3%,2%,·,·,·,0%,9
O=C(c1ccc(N2CCN(C3CC(=O)N(Cc4cccs4)C3=O)CC2)cc1)c1cccnc1 (stereo not drawn),0%,?,16,0%,7%,10,5,-4%,4%,-6
CC1=NN(C(=O)CCc2ccc3c(c2)OCO3)C(O)(C(F)(F)F)C1 (stereo not drawn),0%,0%,1,0%,5%,10,0,6%,2%,-6
CCN(CC)C(=O)C(Oc1ccc(S(=O)(=O)N2CCCC2)cc1[N+](=O)[O-])c1ccccc1 (stereo not drawn),-3%,?,76[activator],6%,-3%,-1,-1,3%,2%,5
O=C(O)CCc1cc(I)c(Oc2ccc(O)c(I)c2)c(I)c1,-3%,?,·,-18%,3%,·,16,·,-1%,-11
O=S(=O)(NC1CCN(S(=O)(=O)c2ccc3c(c2)OCCO3)C1)c1c(F)cccc1F (stereo not drawn),-1%,?,-7,·,·,·,·,4%,6%,4
Cc1nc2ccccc2c2c1C(=O)NC2=O,0%,11%,·,-2%,-1%,·,-1,·,0%,-3
CCOC(=O)c1sc(Nc2nc(C)cc(C)n2)nc1C,-8%,11%,-18,0%,-5%,-1,-1,6%,2%,0
COc1ccc2cc(C(=O)Nc3ccccc3)sc(=O)c2c1OC,-5%,?,19,-3%,3%,2,3,0%[46.1 µM],-29%,0
O=C1c2ccccc2COc2ccc(O)cc21,5%,-8%,9,2%,3%,-2,-6,2%,3%,4
N#C/C(=C\N1CCN(Cc2ccc3c(c2)OCO3)CC1)c1nc2ccccc2s1,4%,?,-9,0%,?,-14,0,5%,-6%,-32
COc1cccc(NC(=O)CC2SC(=Nc3ccccc3)NC2=O)c1 (stereo not drawn),·,?,-5,0%,-18%,-23,4,4%,-3%,-1
CCC(C)n1nnc2c(=O)oc3ccccc3c21 (stereo not drawn),-14%,-23%,1,3%,-2%,-4,2,5%,-3%,-28
